TRAIL sens C8 = caspase-8 TRAIL sensitization | NB7+C8 cells + TRAIL, ATPlite viability luminescence | inhibition (viability loss, TRAIL sensitization), % at 10 µM | actives 1% (n = 360,000);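 active = compounds causing at least 50% loss of cell viability in the single-dose screen, relative to plate controls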
Vif inh = blocks HIV Vif function. HEK293T cells, Vif self-association by quenched fluorescence, imaging, 24 h. inhibition, % at 7.49 µM. actives 0.35% (n = 340,000). AID 602346; in the data active = inhibition above about 50%, passing the limit was not always enough; note: some results filed as inactive read as strong as hits
TROY signal inh = TROY signaling inhibition. Q293 LMP1-TROYcd NF-kB luciferase reporter, 4 h. inhibition, % at 10 µM. actives 0.98% (n = 360,000). AID 1347056;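 active = compounds whose plate-normalised and pattern-corrected inhibition of the luciferase reporter signal at the single screening dose is 50% or more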
NOD2-RIPK2 inh = NOD2-RIPK2 protein interaction inhibition | CHO BLA complementation NOD2-RIPK2, CCF4 ratio | inhibition, % at 4.98 µM | actives 0.38% (n = 360,000); in the data active = inhibition above about 21%;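 note: 0% = vehicle only and 100% = reference blocker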
SRC2 inh = inhibits human steroid receptor coactivator 2. Q15596. HEK293 GAL4-SRC2 luciferase reporter, luminescence. inhibition, % at 9 µM. actives 0.17% (n = 370,000). AID 651957;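 active = inhibition above the mean inhibition of all tested compounds plus 3 SD, set per campaign, cut at about 52% in these data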;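 note: 0% = DMSO treated cells and 100% = cells given Gossypol at 36 µM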
NR5A2 inv ag = inverse agonists of human LRH-1 (NR5A2); O00482; HEK293T StAR-luciferase reporter, LRH-1 transfected, 24 h; inhibition, % at 3.6 µM; actives 0.13% (n = 360,000);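 active = inhibition above the mean inhibition of all tested compounds plus 3 SD, cut at about 73% in these data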;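 note: 0% = DMSO wells and 100% = reporter-only cells lacking LRH-1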
Target sequence (O00482 whole entry, looked up): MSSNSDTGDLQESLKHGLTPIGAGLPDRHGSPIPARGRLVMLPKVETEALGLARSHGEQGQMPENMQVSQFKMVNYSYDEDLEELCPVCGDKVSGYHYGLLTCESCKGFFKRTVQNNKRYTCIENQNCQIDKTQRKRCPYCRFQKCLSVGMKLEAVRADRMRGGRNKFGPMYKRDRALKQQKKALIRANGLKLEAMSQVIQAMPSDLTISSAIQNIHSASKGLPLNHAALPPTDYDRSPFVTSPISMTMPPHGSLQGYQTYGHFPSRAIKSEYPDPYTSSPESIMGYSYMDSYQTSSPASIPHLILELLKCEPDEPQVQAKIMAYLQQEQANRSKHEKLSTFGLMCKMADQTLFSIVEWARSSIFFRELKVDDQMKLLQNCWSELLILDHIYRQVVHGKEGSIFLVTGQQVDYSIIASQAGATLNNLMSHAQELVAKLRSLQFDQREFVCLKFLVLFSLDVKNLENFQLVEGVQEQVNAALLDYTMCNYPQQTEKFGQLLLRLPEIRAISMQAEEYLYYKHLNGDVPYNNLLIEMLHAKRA
NR2F2 inh = NR2F2 (human) inhibition, primary screen | P24468 | HEK293T NGFI-A luciferase reporter, luminescence | inhibition, % at 8.6 µM | actives 0.7% (n = 370,000) | AID 686940;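 active = inhibition above a per-plate cutoff, mean inhibition of test wells between control levels plus 3 SD, cut at about 38% in these data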;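 note: cells cotransfected with COUP-TFII expression vector driving the NGFI-A reporter; 0% = median of COUP-TF2 test wells and 100% = reporter-only cells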
Target sequence (P24468 whole entry, looked up): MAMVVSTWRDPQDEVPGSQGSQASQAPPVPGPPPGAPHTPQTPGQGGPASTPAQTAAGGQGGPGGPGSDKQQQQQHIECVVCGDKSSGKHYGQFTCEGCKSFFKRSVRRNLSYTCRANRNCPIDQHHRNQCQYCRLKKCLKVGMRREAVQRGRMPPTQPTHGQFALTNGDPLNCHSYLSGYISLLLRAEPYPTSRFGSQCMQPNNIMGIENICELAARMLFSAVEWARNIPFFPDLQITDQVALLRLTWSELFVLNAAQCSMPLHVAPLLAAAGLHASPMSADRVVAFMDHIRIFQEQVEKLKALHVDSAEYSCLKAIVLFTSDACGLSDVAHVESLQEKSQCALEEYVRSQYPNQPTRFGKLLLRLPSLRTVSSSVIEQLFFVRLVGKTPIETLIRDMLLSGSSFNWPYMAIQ
NCOA3 inh = human NCOA3 inhibition | HEK293 GAL4-SRC3 luciferase reporter, luminescence | actives 0.17% (n = 360,000) | inhibition, % at 3.6 µM;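 active = inhibition above a per-campaign cutoff, the mean of all compounds plus 3 SD, cut at about 60% in these data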;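 note: 0% = DMSO-treated cells and 100% = gossypol-treated cells at 36 µM; higher means less SRC3-driven luciferase light from the GAL4 reporter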
LMP1 NFkB inh = reduces LMP1-driven NF-kappaB luciferase signal. LMP1-induced NF-kappaB luciferase reporter cells, luminescence. inhibition, % at 12.5 µM. actives 0.69% (n = 350,000). AID 504558; in the data active = inhibition above about 41%;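 note: 0% = neutral control wells and 100% = reference inhibitor control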
TLR9-MyD88 block = TLR9-MyD88 interaction inhibition. Q9NR96+Q99836. CHO BLA complementation TLR9-MyD88, CCF4 FRET ratio. inhibition, % at 4.98 µM. actives 0.21% (n = 340,000). AID 504734;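 active = inhibition above the mean over all tested compounds plus 3 SD, cut at about 21% in these data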;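 note: 0% = DMSO only wells and 100% = clavulanate BLA inhibitor control wells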
NCOA1 inh = inhibitors of human steroid receptor coactivator 1 (SRC1); Q15788; HEK293 GAL4-SRC1 luciferase reporter, luminescence; inhibition, % at 3.6 µM; actives 0.12% (n = 360,000);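 active = inhibition above the campaign mean plus 3 SD, with each screening campaign given its own cutoff, cut at about 60% in these data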;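 note: 0% = DMSO treated cells and 100% = gossypol at 36 µM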
Numbers without * were called inactive; . = not tested or not shown. These rows are one share of the data (hit frequency here may not be typical).

SMILES	TRAIL sens C8	Vif inh	TROY signal inh	NOD2-RIPK2 inh	SRC2 inh	NR5A2 inv ag	NR2F2 inh	NCOA3 inh	LMP1 NFkB inh	TLR9-MyD88 block	NCOA1 inh
CC(C)C(=O)Nc1ccc2c(c1)nc(CCN1CCN(c3ccccn3)CC1)n2C	-11.0	2.4	-0.1	2.7	-13.5	11.4	-7.7	4.4	5.8	9.4	-6.5
COc1ccc(C(=O)NCc2cn3cccc(C)c3n2)cc1OC	60.4*	5.2	5.1	-6.1	3.8	9.9	11.3	7.2	-12.2	0.5	-1.2
CC1=C(C)CC(C(=O)Nc2ccc(C(=O)N3CCOCC3)cc2)C(C(=O)O)C1 (centres undefined)	-4.3	-1.2	17.7	3.1	-6.2	6.8	-43.5	20.7	-10.3	5.2	2.9
C/C(N)=C(/C#N)C(=O)CSc1nc2ccccc2n1CC(C)C	-7.6	7.3	4.5	13.9	-0.6	-2.6	15.7	17.4	0.9	-2.6	13.8
CCC(C)NC(=O)C1CCN(S(=O)(=O)CC)CC1 (centres undefined)	10.4	0.8	10.9	-8.9	-11.4	-0.8	12.2	-18.4	-5.3	-4.0	9.2
COc1ccccc1CCC(=O)Nc1ccc(C)cc1Cl	-2.4	6.5	-65.3	3.5	-38.8	-54.0	-50.0	-10.4	-15.1	-7.5	-13.6
CCC(=O)NCC(c1cccs1)N1CCOCC1 (centres undefined)	-17.2	8.2	5.2	-4.6	-6.5	0.5	12.8	14.8	-0.6	-6.9	-3.9
COc1ccc(CCNC(=O)c2cc(=O)n(C)c(=O)n2C)cc1OC	-19.9	-4.3	-4.0	-5.3	23.3	13.8	-4.2	18.5	3.3	-0.3	0.7
CN(C)c1cccc(CNC(=O)c2ccc3sc([C@H]4C[C@H](O)[C@@H](CO)O4)nc3c2)c1	-0.9	-5.5	3.4	-17.6	19.2	-31.2	-0.4	-3.6	.	.	3.4
O=C(Nn1cnnc1)c1cccc(S(=O)(=O)N2CCOCC2)c1	1.9	-2.5	-11.9	-2.2	11.6	-1.5	-9.7	13.0	-2.9	8.9	-17.4
CC1O[C@@H](OC2C(O)C(C)O[C@H](OC(=O)[C@]34CCC(C)(C)C[C@H]3C3=CCC5[C@@]6(C)CC(O)C(O[C@@H]7OC(CO)C(O)[C@@H](O)[C@@H]7O)[C@@](C)(C(=O)O)C6CC[C@@]5(C)[C@]3(CO)CC4)C2O[C@H]2OC(C)[C@@H](O[C@@H]3OCC(O[C@@H]4OC(CO)C(O)[C@H](O)C4O)[C@@H](O)[C@@H]3O)[C@H](O)C2O)C(O)C(O)C1O (some centres undefined)	-8.5	0.3	5.0	6.3	5.9	10.1	4.8	0.1	0.6	1.7	-11.2
O=C(O)C1CCC(C(=O)O)O1 (centres undefined)	1.4	9.6	-17.8	-3.2	-12.2	-3.4	-9.0	-3.5	-3.8	3.8	-5.0
CCN(C(=O)COC(=O)c1ccc([N+](=O)[O-])o1)C1CCCCC1	18.9	-6.9	4.3	-9.6	-2.7	13.2	-18.7	-22.5	-2.6	1.6	-2.1
CCOc1ccc(-c2nnc(SCC(=O)N3CCN(c4ccccc4)CC3)o2)cc1	-26.8	0.6	-8.1	-2.8	-18.4	8.0	-15.7	14.4	0.4	-8.9	1.6
Cc1nn(-c2ccccc2)c(C)c1C(=O)OCC(=O)N(C)c1c(N)n(Cc2ccccc2)c(=O)[nH]c1=O	-4.4	-9.6	4.6	-8.0	-20.3	-8.3	0.3	2.5	1.3	-8.3	-16.1
COc1cc(/C=C/C(=O)OCC(=O)NCc2cccs2)ccc1OCC#N	-2.5	1.9	4.0	-7.2	1.4	10.0	-4.4	-48.5	-19.9	-13.4	-14.3
Cc1c(=O)n(OCc2ccccc2)c2ccccc2[n+]1[O-]	-2.3	-6.3	12.8	7.6	-20.1	8.0	17.6	-3.8	-25.2	4.8	-1.9
COc1ccc(/C=C/C2=CC(C)(C)NC(=S)N2)cc1	1.1	1.5	-8.3	2.2	-12.3	8.4	11.4	16.4	2.9	2.0	11.6
Cc1ccc([C@H]2C[C@@H](n3cc(COC(=O)c4ccccc4)nn3)[C@H](O)CN2Cc2cccs2)cc1	-8.3	-2.8	7.8	-8.2	-17.8	18.6	-18.3	-2.1	-5.6	-5.5	-12.7
O=C(CC1SC(N2CCOCC2)=NC1=O)Nc1ccc(Cl)c(C(F)(F)F)c1 (centres undefined)	-9.4	-3.7	-9.5	0.0	-6.5	10.1	4.6	-10.0	10.2	2.7	-14.2
Cn1c(CCNC(=O)c2ccco2)nc2cc([N+](=O)[O-])ccc21	3.9	-2.6	7.6	-12.9	7.6	10.5	-6.1	5.6	-1.6	0.7	-10.1
Cc1cc(C)nc(SCc2cc(=O)c(OC(=O)c3ccc(Cl)c([N+](=O)[O-])c3)co2)n1	3.1	-10.8	3.0	-1.7	-4.2	-5.3	17.4	9.9	-4.9	-11.8	5.0
CC(=O)Nc1ccc(C2=CC(=O)C[C@H](c3ccc4c(c3)OCO4)C2)cc1	-16.2	-1.0	-11.8	6.9	-33.2	-0.5	-4.5	-0.1	6.3	3.2	-12.5
O=S(=O)(c1ccc(Br)cc1)N1CCOC12CCCCC2	-1.7	-0.8	-1.3	0.8	-9.6	19.2	10.2	24.1	-5.1	.	-8.0
COC(=O)c1ccc(NC(=S)NCCc2cccc(C)c2)cc1	4.6	0.1	17.6	4.3	3.0	-13.9	2.3	-1.6	-6.0	-10.0	-12.0
SMILES	TRAIL sens C8	Vif inh	TROY signal inh	NOD2-RIPK2 inh	SRC2 inh	NR5A2 inv ag	NR2F2 inh	NCOA3 inh	LMP1 NFkB inh	TLR9-MyD88 block	NCOA1 inh
COc1ccc(C2=C/C(=C\c3ccccc3OC(C)=O)C(=O)O2)cc1	1.2	-0.9	-48.5	-5.5	-7.4	-11.4	-1.2	-11.4	-26.6	4.4	-48.4
Cc1cc(Br)cc2c(C(=O)NCC3CCCO3)cc(-c3cccs3)nc12 (centres undefined)	19.7	-3.1	-41.2	-12.4	-55.4	3.2	-10.9	0.0	-48.9	9.6	-37.1
Cc1c(NC(=O)c2cccc(NC(=O)Cc3ccc(F)cc3)c2)c(=O)n(-c2ccccc2)n1C	-0.8	-3.6	-2.8	2.6	5.2	-3.9	2.2	0.5	1.7	2.7	2.5
Cc1nn(-c2ccccc2)c(Cl)c1CN(C(=O)CCl)c1ccc(Cl)cc1	97.3*	10.7	3.2	11.4	4.4	-5.0	-2.5	12.9	6.7	4.1	-16.4
Nc1c(N(CCC2=CCCCC2)C(=O)Cc2ccc(F)cc2)c(=O)[nH]c(=O)n1Cc1ccccc1	-14.9	8.6	-7.8	-6.7	5.3	-2.3	-0.5	0.2	0.2	-8.7	0.9
Cc1ccccc1-n1c(C)n[nH]c1=S	2.3	-0.2	-14.7	-3.0	-1.6	8.7	10.1	-2.9	0.8	-3.7	7.1
CC(=O)N1CCOc2ccc(S(=O)(=O)N3CCC(C(=O)NCc4ccc(C)cc4)CC3)cc21	-1.3	0.2	7.7	-4.8	12.2	3.4	-4.5	-8.3	-2.7	1.1	-1.1
O=S(=O)(Cc1ccccc1)C(CCCc1ccccc1)S(=O)(=O)Cc1ccccc1	0.5	-9.7	3.9	1.9	21.1	1.4	-9.6	-0.2	4.8	-7.7	1.9
O=C(CCc1nc2cccnc2n1Cc1ccccc1)NCCc1ccc(Cl)cc1	-6.5	.	-6.9	7.6	6.2	-14.7	10.9	15.2	-0.3	-1.3	11.6
COc1ccc(NC(=O)CCCc2ccc(OC)c(C)c2)cc1	9.5	-2.3	17.0	-11.1	12.0	1.1	-16.1	-8.8	5.9	3.5	-2.3
CC(C)COc1ccc(/C=C2/Sc3ccccc3C2=O)cc1	23.0	.	-3.2	-11.6	-2.7	14.2	0.0	5.2	-26.6	0.7	-16.0
Cc1ccc(OCCCC(=O)N(C)CC(=O)Nc2ccccc2Cl)cc1	1.1	2.3	10.4	-6.1	2.7	-1.8	1.0	10.2	-0.8	5.8	3.2
COc1ccc(N2CCN(C(=O)CC34CC5CC(CC(C5)C3)C4)CC2)c([N+](=O)[O-])c1	3.1	-4.2	29.8	0.0	18.6	18.5	19.2	10.1	9.5	4.3	-5.9
CCn1c(=O)cc(OCC(=O)NCCC(C)C)c2ccccc21	-9.7	20.4	-17.1	-8.2	-32.4	13.8	3.0	11.0	-1.1	-0.8	2.3
CN(c1ccc(O)cc1)c1nc(-c2ccccc2)cs1	8.9	-3.5	-44.0	4.3	-39.5	-126.7	-39.6	-82.1	-6.8	-6.4	-97.3
CCOc1ccc(CN2CCN(Cc3[nH]c4ccccc4c3C)CC2CCO)cc1 (centres undefined)	2.0	1.3	3.0	-5.6	-7.2	-5.2	17.2	13.9	3.5	-10.9	10.3
COC(=O)c1sc2nc(CN3CCN(c4ccc(OC)cc4)CC3)[nH]c(=O)c2c1C	31.4	-5.1	-6.2	0.0	-6.5	-13.8	3.4	13.9	-5.5	-6.3	4.6
N#C/C(=C\c1ccc[nH]1)C(=O)Nc1ccccc1F	-9.6	8.1	-41.0	-8.9	-53.6	-36.1	-45.7	-100.5	-13.8	12.4	-79.1
O=C(O)C1CCCCC1C(=O)Nc1ccccc1Cl (centres undefined)	24.9	.	-19.9	-7.3	6.5	1.9	-16.4	23.1	-12.0	5.7	-9.5
Cc1cccc(C(=O)OCC(=O)c2ccc3c(c2)NC(=O)CO3)c1	-1.3	-8.0	-13.4	4.5	-13.5	4.5	-12.7	-5.2	-1.3	-0.1	-5.6
Cc1cccc(-n2c(SCC(=O)Nc3ccc4c(c3)OCO4)nnc2-c2ccoc2C)c1	23.1	-21.6	5.7	-12.2	-19.8	-0.8	-3.1	5.5	-3.8	-1.1	-9.1
CCN(c1ccc(OC)cc1)S(=O)(=O)c1nnc(NC(=O)C2CCCCC2)s1	-11.5	-9.1	-5.2	1.9	-6.6	5.6	-14.0	8.0	5.4	-0.1	1.4
COc1ccc(CN(C)C(=O)c2ccc(NS(=O)(=O)c3ccc(F)cc3)cc2)c(OC)c1OC	-16.6	-9.3	10.3	-4.4	-6.1	23.0	3.3	14.2	8.3	-1.1	-31.4
CCOC(=O)c1sc(-c2ccccc2)nc1C	2.5	11.6	-56.9	6.8	-7.3	0.8	7.1	-37.1	-14.5	0.3	-5.3
COC(=O)c1cc(=O)n2c(-c3ccccc3)csc2n1	-6.3	.	-5.4	-9.1	-4.8	-10.2	13.3	-2.6	-3.2	7.5	3.8
c1ccc(-c2nnn(C34CC5CC(CC(C5)C3)C4)n2)cc1	13.1	-2.9	-77.3	-4.1	-1.5	-5.2	-3.2	-12.3	-17.3	-10.8	-21.2

Compound activity (PubChem)
